Assay outcomes as filed in PubChem BioAssay.
ATG4B inh = blocks human ATG4B protease cleavage of LC3 substrate; 340,000 compounds, 0.51% hits; inhibition, % at 8.33 µM; AID 504462; Q9Y4P1; ATG4B cleavage of LC3-PLA2, NBD-HPC fluorescence, 1 h; in the data active = inhibition above about 40%
Target sequence (Q9Y4P1 whole entry, looked up): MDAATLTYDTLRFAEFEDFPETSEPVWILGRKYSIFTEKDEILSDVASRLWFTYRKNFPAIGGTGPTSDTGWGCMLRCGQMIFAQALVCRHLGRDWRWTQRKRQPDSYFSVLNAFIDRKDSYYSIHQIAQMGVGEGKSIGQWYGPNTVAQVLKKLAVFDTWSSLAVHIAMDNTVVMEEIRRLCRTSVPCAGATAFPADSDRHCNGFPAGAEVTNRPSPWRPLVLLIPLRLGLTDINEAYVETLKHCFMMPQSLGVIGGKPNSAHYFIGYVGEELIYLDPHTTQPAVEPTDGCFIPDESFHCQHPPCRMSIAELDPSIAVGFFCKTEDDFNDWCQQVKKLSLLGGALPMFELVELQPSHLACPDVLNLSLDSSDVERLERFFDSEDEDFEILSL
PfGluPho inh = PfG6PD (Plasmodium falciparum) enzyme inhibition; PfGluPho enzyme, NADPH resazurin-diaphorase fluorescence; inhibition, % at 20 µM; 350,000 compounds, 0.78% hits;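 active = inhibition reaching at least a set limit at 20 µM in the primary screen, cut at about 59% in these data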;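 note: 0% = DMSO wells with substrate and 100% = DMSO wells lacking glucose-6-phosphate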
MPTP block = inhibitors of mitochondrial permeability transition pore | isolated mouse mitochondria, Ca2+ swelling absorbance, 30 min | inhibition, % at 10 µM | 360,000 compounds, 1.4% hits | AID 602449;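 active = inhibition of 50% or more, scaled per plate between neutral and stimulator controls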;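 note: 0% = DMSO wells given calcium and 100% = 1 mM EGTA wells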
hIAP act = increases human intestinal alkaline phosphatase activity. P09923. purified human IAP, CDP-Star luminescence, 30 min; stronger effect = higher value; 1 = vehicle-only enzyme, 0 = enzyme-free background. activation factor at 10 µM. 330,000 compounds, 0.16% hits. AID 2524;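 active = activation factor of the enzyme at least 2-fold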; note: the source names both 10 and 20 µM as test concentration; values of inactives mirror those of a sister screen read the other way
SENP6 inh = blocks the human protease SENP6. Q9GZR1. Recombinant SENP6 catalytic domain, aminoluciferin luminescence. inhibition, % at 10 µM. 330,000 compounds, 1.8% hits. AID 2599;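 active = inhibition above about 50% at the single tested dose, limit read from the data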;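 note: plate controls were DMSO wells with enzyme for no effect and DMSO wells lacking enzyme for full effect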
SENP8 inh = SENP8 (human) protease inhibition; recombinant SENP8, Nedd8 substrate fluorescence; inhibition, % at 20 µM; Q96LD8; 360,000 compounds, 0.64% hits; in the data active = inhibition mostly above about 40%, no sharp cut-off; inactive = mostly below about 27%
Target sequence (Q96LD8 whole entry, looked up): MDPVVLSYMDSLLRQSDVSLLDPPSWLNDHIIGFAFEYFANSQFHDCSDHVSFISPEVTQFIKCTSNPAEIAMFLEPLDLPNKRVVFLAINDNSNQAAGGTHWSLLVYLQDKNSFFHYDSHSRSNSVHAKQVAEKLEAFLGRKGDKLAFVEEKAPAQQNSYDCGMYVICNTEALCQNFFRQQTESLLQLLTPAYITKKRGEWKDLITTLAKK
NR3A LBD binder = modulates the human NR3A ligand-binding domain | NR3A LBD differential scanning fluorimetry, Tm shift; 0% = protein alone, 100% = glycine-bound protein | Tm shift relative to glycine control, % at 25 µM | 340,000 compounds, 2.5% hits;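 active = melting temperature shift of at least 10% of the positive control shift, at one fixed dose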
SENP1 FRET inh = SENP1 (human) catalytic domain inhibition. inhibition, % at 10 µM. AID 624204. recombinant SENP1 catalytic domain, CyPet-SUMO1-YPet FRET cleavage. Q9P0U3. 360,000 compounds, 0.21% hits;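 active = inhibition at least 30% at 10 µM, raw YFP signal under a set limit, fluorescence ratio 0.5 to 1.5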;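 note: 0% = enzyme with DMSO and 100% = no enzyme wells; some results filed as inactive read as strong as hits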
Target sequence (Q9P0U3 419-644 limits assumed): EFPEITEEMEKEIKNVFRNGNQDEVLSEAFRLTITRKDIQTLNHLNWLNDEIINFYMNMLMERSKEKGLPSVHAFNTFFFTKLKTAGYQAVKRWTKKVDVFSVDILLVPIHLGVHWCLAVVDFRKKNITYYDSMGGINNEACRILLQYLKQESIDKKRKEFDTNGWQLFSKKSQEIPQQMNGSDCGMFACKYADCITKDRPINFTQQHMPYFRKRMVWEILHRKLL
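Test system: hSENP1 catalytic domain, recombinant; Amount: 20 pM final SENP1 enzyme; Medium: Tris pH 8 buffer plus EDTA, NaCl, BME, BSA, NP40, catalase; Schedule: 50 min enzyme reaction, room temperature, light-protected; Technique: FRET fluorescence in CFP and YFP emission channels; Controls: no-enzyme wells low, DMSO-plus-enzyme wells high control.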
An asterisk follows results filed as active; i = inactive; x = not tested or not shown.

The first three records (preview)
| cpd | structure | ATG4B inh | PfGluPho inh | MPTP block | hIAP act | SENP6 inh | SENP8 inh | NR3A LBD binder | SENP1 FRET inh |
| --- | --- | --- | --- | --- | --- | --- | --- | --- | --- |
| 1 | COc1cc([N+](=O)[O-])cc(/C=N/NC(=O)Cn2nccc2C)c1O | -1 | -14 | -3.0 | 1.4 | 1 | 36 | 0 | 2 |
| 2 | CCN1CCN(C(=O)/C=C/c2ccc(C)o2)CC1 | -1 | 22 | -1.4 | 1.2 | -1 | 2 | -1 | -7 |
| 3 | CCc1nc2sc3c(O)cc(=O)[nH]c3c2cc1C | 3 | 0 | -1.8 | 1 | -10 | -378 | -2 | -32 |

All compounds of this part (from the top)
| cpd | structure | ATG4B inh | PfGluPho inh | MPTP block | hIAP act | SENP6 inh | SENP8 inh | NR3A LBD binder | SENP1 FRET inh |
| --- | --- | --- | --- | --- | --- | --- | --- | --- | --- |
| 1 | COc1cc([N+](=O)[O-])cc(/C=N/NC(=O)Cn2nccc2C)c1O | -1 | -14 | -3.0 | 1.4 | 1 | 36 | 0 | 2 |
| 2 | CCN1CCN(C(=O)/C=C/c2ccc(C)o2)CC1 | -1 | 22 | -1.4 | 1.2 | -1 | 2 | -1 | -7 |
| 3 | CCc1nc2sc3c(O)cc(=O)[nH]c3c2cc1C | 3 | 0 | -1.8 | 1 | -10 | -378 | -2 | -32 |
| 4 | O=C(Nc1cc2c(cc1Br)OCCO2)c1ccco1 | -7 | -4 | 1.0 | 1.1 | -33 | 23 | 0 | 1 |
| 5 | Cc1ccc(CC(SCc2ccccc2)C(=O)O)cc1C (stereo not given) | 6 | -7 | 0.2 | 1 | -5 | 9 | 0 | 1 |
| 6 | O=C(OCN1C(=O)c2ccccc2C1=O)c1ccc(Cl)nc1 | 5 | -5 | 0.6 | 0.88 | 21 | 20 | 1 | 0 |
| 7 | COCCn1c(SCC(=O)N2CC(=O)Nc3ccccc32)nc2ccccc21 | 35 | 41 | 0.8 | 0.99 | -4 | 0 | 0 | -7 |
| 8 | COc1ccccc1C(=O)C1CCCN(C(=O)c2ccc(Cl)cc2)C1 (stereo not given) | x | -6 | 0.3 | x | x | 17 | x | 0 |
| 9 | CC(OC(=O)c1ccccc1NCCO)C(=O)NCC(=O)Nc1ccc(F)c(F)c1F (stereo not given) | -9 | -6 | 0.2 | 0.91 | 3 | -456 | -1 | -12 |
| 10 | O=C(COC(=O)c1cc(Br)ccc1Cl)NC(=O)NCc1ccccc1 | -3 | 12 | 2.2 | 0.97 | -11 | 10 | -3 | -1 |
| 11 | COc1ccc(-c2nnc(SCCOc3cccc(C)c3)n2N)cc1 | -9 | 7 | 1.4 | 1.3 | -1 | 9 | -3 | 1 |
| 12 | CCC(C(=O)NCCCN1CCCCCC1)n1nc(C)c2sc3ccccc3c2c1=O (stereo not given) | -4 | 1 | 7.0 | 0.93 | 23 | -328 | 6 | 4 |
| 13 | COCCNC(=O)C1CC(c2cccc(OC)c2)=NO1 (stereo not given) | -2 | 2 | -2.3 | 0.99 | -15 | 16 | 0 | 0 |
| 14 | COc1cccc(NC(=O)N2CCC(n3nnc4ccccc43)CC2)c1 | 4 | -7 | -0.1 | 0.96 | 3 | -10 | -1 | 1 |
| 15 | CC(C(=O)N1CCOCC1)(c1ccccc1)c1ccccc1 | -2 | -1 | -1.7 | 0.79 | 4 | 3 | 1 | 0 |
| 16 | O=C(NCc1ccco1)NC(=O)c1csc([N+](=O)[O-])c1 | 7 | -8 | -0.2 | 0.93 | -11 | 15 | 1 | 3 |
| 17 | COc1ccc(/C=C(\C#N)C(=O)OCC(=O)NCc2ccccc2OC)cc1 | -6 | 0 | -0.7 | 1.1 | -7 | -43 | 1 | 0 |
| 18 | CCOC(=O)Nc1cc2c(C)cc(=O)oc2cc1C | -3 | 7 | -2.6 | 1.1 | -14 | -386 | 1 | 0 |
| 19 | O=C(Nc1ccc(Cl)c(S(=O)(=O)N2CCOCC2)c1)C1CCCC1 | 0 | -1 | -0.3 | 1.1 | -2 | 10 | 0 | 1 |
| 20 | CC(=O)c1ccc(Nc2nc(-c3sc(C)nc3C)cs2)cc1 | x | 58 | 0.3 | x | x | i | x | -4 |
| 21 | COCCOC(=O)C1=C(C)NC(=O)NC1c1c(F)cccc1Cl (stereo not given) | 5 | -8 | -0.8 | 0.93 | 10 | -3 | -1 | 5 |
| 22 | CCN1CCN(C(=O)/C=C/c2c(F)cccc2Cl)CC1 | 0 | -4 | 0.2 | 1 | 6 | 19 | 2 | -6 |
| 23 | CCn1c(SCC(=O)Nc2ccc(OC)cc2)nc2nc3c(cc2c1=O)CCCC3 | 0 | 20 | 2.0 | 0.88 | -19 | 13 | 1 | 1 |
| 24 | CCCCC(CC)C(=O)NCc1ccc(F)cc1 (stereo not given) | 2 | -4 | 0.7 | 1 | -2 | 19 | 2 | 1 |
| 25 | CCCCOc1ccc(Cl)cc1CSc1nnc(CC)n1N | 8 | -15 | 0.8 | 0.87 | -8 | 25 | -2 | 2 |
| 26 | Cc1ccc(C23CC4CC(CC(C(=O)NC(C)C(N)=O)(C4)C2)C3)cc1 (stereo not given) | 2 | -14 | 0.4 | 1.3 | -26 | 7 | -1 | -1 |
| 27 | O=[N+]([O-])c1ccc(N/N=C2/CCCCC2c2ccccn2)cc1 (stereo not given) | -6 | 39 | 4.1 | x | x | 11 | -5 | -45 |
| 28 | CC(C)N1CCc2c(sc(NC(=O)c3ccc(S(=O)(=O)N4CCc5ccccc54)cc3)c2C(N)=O)C1 | 5 | 34 | 16 | 0.79 | -19 | -18 | -22 | -32 |
| 29 | O=C(NC12CC3CC(CC(C3)C1)C2)c1cnccn1 | -12 | 16 | -0.2 | 1.1 | -9 | 1 | 0 | 5 |
| 30 | CCc1nc(OCc2ccccc2)c2sc3nc4c(cc3c2n1)COC(C)(C)C4 | -3 | 2 | 0.5 | 0.8 | -13 | -69 | 1 | -1 |
| 31 | O=C(N/C=N/OCc1ccc(Cl)cc1Cl)NOCc1ncc(C(F)(F)F)cc1Cl | -6 | 26 | 3.4 | 1 | 5 | 15 | 0 | 2 |
| 32 | CCCCCCn1c(=O)[nH]c2c(c1=O)CCC2 | -5 | 5 | -0.2 | 1.1 | -15 | -3 | 0 | 3 |
| 33 | C/C(=N/NC(=O)c1cn(-c2cccc(C)n2)cn1)c1ccc(C)cc1 | 0 | -1 | -1.1 | 0.78 | -23 | 24 | -14 | -1 |
| 34 | CCC(C)NC(=O)CSC1=Nc2ccccc2C2=NC(CC(=O)NCc3ccccc3)C(=O)N12 (stereo not given) | -16 | -4 | -0.7 | 0.96 | 2 | -322 | 0 | 0 |
| 35 | C=CCNC(=O)NC(=O)CSc1nnc(C(F)(F)F)n1C | -6 | -6 | -2.9 | 0.89 | -7 | 6 | 0 | 1 |
| 36 | C/C(=N\NC(=O)NC1CCCCC1)c1ccc(Cl)s1 | -3 | 14 | -0.6 | x | x | 10 | 1 | 1 |
| 37 | O=C(O)COc1nsnc1N1CCOCC1 | -4 | -15 | -1.1 | 1 | 0 | 7 | 0 | 1 |
| 38 | CCOC(=O)N1CCN(C(=O)c2ccc(C)c(S(=O)(=O)Nc3cccc(C)c3C)c2)CC1 | 4 | -12 | 1.5 | 0.99 | -4 | 10 | -20 | 0 |
| 39 | CC(=O)c1cccc(NC(=O)C2CCCN(S(=O)(=O)c3cccc4cccnc34)C2)c1 (stereo not given) | -3 | 12 | -1.6 | 0.94 | -1 | 10 | -3 | 0 |
| 40 | O=C(N/N=C/c1cn(-c2ccccc2)nc1-c1cccs1)c1ccncc1 | -36 | -14 | 2.1 | 0.98 | -6 | -87 | -28 | 3 |
| 41 | O=C(O)CCOc1ccc2c(c1)OCCO2 | 10 | -1 | -4.8 | 0.92 | -6 | 21 | -2 | 1 |
| 42 | Cc1nn(C)cc1CNC(=O)c1cccc(Br)c1 | -6 | -27 | 1.0 | 1 | -19 | 19 | 0 | 0 |
| 43 | CC1=C(C(=O)Nc2ccccc2C)C(c2ccc(C)o2)n2c(s/c(=C/c3ccccc3)c2=O)=N1 (stereo not given) | 20 | -6 | 0.1 | 0.91 | -21 | 11 | 0 | 0 |
| 44 | Cc1ccc(Nc2nnc(SCC(=O)c3c(N)n(C4CC4)c(=O)[nH]c3=O)s2)cc1C | -9 | 64* | 0.2 | 1.1 | -17 | -6 | -9 | 1 |
| 45 | COP1(=O)C=C[C@H](N(Cc2ccccc2)S(=O)(=O)c2ccccc2[N+](=O)[O-])[C@@H](C)O1 (stereo not given in full) | 5 | -13 | -0.8 | 0.93 | -19 | 16 | 4 | 1 |
| 46 | COc1ccccc1/C=N/N1CCN(c2ccc(Cl)cc2)CC1 | 0 | -4 | 2.5 | 0.92 | -6 | 3 | 0 | 0 |
| 47 | COc1ccccc1-n1c(CNC(=O)c2cccc([N+](=O)[O-])c2C)n[nH]c1=S | 3 | 44 | -0.7 | 1 | -4 | 13 | 1 | 0 |
| 48 | Cc1ccc(S(=O)(=O)N(C)C)cc1NC(=S)Nc1cccc2ccccc12 | 7 | 61* | 1.7 | 0.78 | 90* | -313 | -4 | -20 |
| 49 | Cc1ccc(-c2cc(C(=O)NCCCn3ccnc3)c3cc(Br)ccc3n2)o1 | -10 | 43 | -1.6 | 1.5 | -12 | -390 | -4 | -9 |
| 50 | Oc1ccc(CCc2ccccn2)cc1 | x | 3 | 1.3 | x | x | -7 | x | 0 |
| 51 | CCOC(=O)N1CCN(C(=O)c2ccc3nc4ccsc4c(=O)n3c2)CC1 | -4 | 8 | -1.1 | 0.9 | -6 | -451 | -2 | -1 |
| 52 | COc1ccc(OCC(=O)NNC(=O)C2CCN(c3ncnc4sc(C)c(C)c34)CC2)cc1 | -8 | -23 | -0.1 | 1.7 | -15 | -1 | -3 | -2 |
| 53 | CC1CCCN(C(=O)COC(=O)COc2ccc(C#N)cc2)C1 (stereo not given) | -2 | -2 | -0.3 | 0.89 | -4 | 15 | 0 | 1 |
| 54 | COc1ccc(NC(=O)CN(C)C(=O)Cc2coc3cc(C)c(C)cc23)cc1 | -21 | -7 | -0.3 | 1.1 | -8 | -3 | 0 | -7 |
| 55 | COc1ccc(C(=O)N2CCN(CCNC(=O)C(=O)Nc3ccc(Br)cc3)CC2)cc1 | -1 | 8 | 3.5 | 1 | 4 | 11 | 3 | -1 |
| 56 | O=C(COc1ccc2c3c(c(=O)oc2c1)CCC3)NC(Cc1ccc(Cl)cc1)C(=O)O (stereo not given) | -17 | -31 | -1.5 | 0.94 | -2 | -22 | -1 | -2 |
| 57 | CN(C)NC(=O)C12CCC(C)(C(=O)O1)C2(C)C (stereo not given) | -1 | -8 | -1.7 | 0.98 | -9 | 1 | -1 | 1 |
| 58 | CCOc1ccc(OCCC(=O)OCC(=O)NC(C)c2ccccc2)cc1 (stereo not given) | -14 | -1 | -1.1 | 0.96 | -1 | -3 | 0 | 1 |

4 compounds from above with just SENP8 inh.
| No. | SMILES | SENP8 inh |
| --- | --- | --- |
| 44 | Cc1ccc(Nc2nnc(SCC(=O)c3c(N)n(C4CC4)c(=O)[nH]c3=O)s2)cc1C | -6 |
| 45 | COP1(=O)C=C[C@H](N(Cc2ccccc2)S(=O)(=O)c2ccccc2[N+](=O)[O-])[C@@H](C)O1 (stereo not given in full) | 16 |
| 46 | COc1ccccc1/C=N/N1CCN(c2ccc(Cl)cc2)CC1 | 3 |
| 47 | COc1ccccc1-n1c(CNC(=O)c2cccc([N+](=O)[O-])c2C)n[nH]c1=S | 13 |
